# NTR1 ag – agonists of NTR1, primary screen, imaging, U2OS cells, beta-arrestin-GFP, high content (AID 493036) | activation, % at 20 µM | Neurotensin receptor type 1 (Homo sapiens), P30989 | NTR1-U2OS beta-arrestin-GFP spot imaging, agonist mode | actives 0.17% (n = 330,000);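 active = activation at or above 40% of the spot to cytoplasm intensity ratio, with at least 20 cells analyzed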;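 also: 0% = DMSO without peptide and 100% = 100 nM NTR1 peptide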
# Target sequence (P30989 whole entry, looked up): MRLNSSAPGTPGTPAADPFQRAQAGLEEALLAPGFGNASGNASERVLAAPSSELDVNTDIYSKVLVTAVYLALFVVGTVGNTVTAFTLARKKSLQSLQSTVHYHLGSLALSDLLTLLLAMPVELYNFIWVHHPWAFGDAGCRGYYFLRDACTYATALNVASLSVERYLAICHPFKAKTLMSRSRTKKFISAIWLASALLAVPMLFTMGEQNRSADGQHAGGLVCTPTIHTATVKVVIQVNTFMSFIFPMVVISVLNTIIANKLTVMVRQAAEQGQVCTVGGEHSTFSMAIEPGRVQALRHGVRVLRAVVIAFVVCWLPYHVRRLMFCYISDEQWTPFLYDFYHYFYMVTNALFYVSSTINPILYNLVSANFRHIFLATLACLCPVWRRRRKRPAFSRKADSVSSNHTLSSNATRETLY
# T cell modulator – modulators of CD8 T cell-vesicle binding, primary screen, mouse 2C CD8+ T cells, flow cytometry; 2C CD8+ T cell-vesicle binding; hits give low values; calls only at 7 µM; actives 0.068% (n = 330,000);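 active = response, share of CD8 T cells binding vesicles, and their 90th percentile fluorescence all below set limits, cut at about 80% in these data, passing the limit was not always enough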
#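 Benchmarks: naked versus QL9-loaded vesicles / Assay system: purified 2C TCR transgenic mouse naive CD8+ T cells / Technique: high-throughput flow cytometry with anti-B7-1 and anti-CD8 staining / Timing: Cell–vesicle co-incubation 1.5 h at 37 °C, staining 20 min on ice / Read-out: percent CD8+ FL2 mean versus row control / Probe or stimulus: QL9-loaded Drosophila micro-vesicles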
# RSV CPE inhibition – RSV antiviral activity via CPE protection, HEp-2 cells, primary 10 µM value included (AID 2391) | one-dose CPE inhibition, % at 10 µM; IC50 in µM for titrated hits | HEp-2 cells, RSV-induced CPE inhibition; higher % means a stronger effect | actives 0.13% (n = 310,000); in the data active = a potency from the dose series; also: strong numbers were not always called active
# K1F lysis inhibition – inhibition of K1F phage lysis, E. coli UTI89, bacterial capsule biogenesis inhibitors, alamar blue (AID 488966); inhibition, % at 100 µM; hits with a dose series show IC50 in µM; E. coli UTI89 K1F phage lysis, alamar blue, 2 h; higher % means a stronger effect; actives 0.02% (n = 340,000);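 active = phage lysis inhibition, versus mean bacterial control, above a set limit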;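 also: capsule biogenesis inhibitors block K1F phage lysis so surviving cells raise fluorescence; higher fluorescence means more inhibition of phage lysis; actives were called in the ten point dose series up to 300 µM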
# Large T inhibition – SV40 large T antigen inhibitors, biochemical (AID 1903); one-dose inhibition, % at 20 µM; IC50 in µM for titrated hits; SV40 large T antigen ATPase/helicase inhibition assay; higher % means a stronger effect; actives 0.39% (n = 310,000); in the data active = a potency from the dose series; also: strong numbers were not always called active
# TNAP activators – human TNAP enzyme activators, primary screen, biochemical, luminescent, no phosphate acceptor, uHTS (AID 1001); actives 0.03% (n = 200,000); activation fold at 20 µM; hits with a dose series show EC50 in µM; purified TNAP, luminescent activation assay, no phosphate acceptor; higher activation fold means a stronger effect; Alkaline phosphatase, tissue-nonspecific isozyme (Homo sapiens); in the data active = activation fold from about 3, or a potency from the dose series; inactive = the rest, 99 in 100 with activation fold below about 1.6; also: many of its hits are not listed in these tables
# Rac1 GTP hydrolysis – MgcRacGAP GTPase-activating activity inhibitors, confirmation, biochemical, ADP Hunter fluorescence; actives 0.6% (n = 340,000); Rac GTPase-activating protein 1 (Homo sapiens); MgcRacGAP-stimulated Rac1 GTP hydrolysis, ADP Hunter fluorescence; higher % means a stronger effect; GST-tagged Rac1 F28L mutant substrate; one-dose inhibition, % at 30 µM; IC50 in µM for titrated hits;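 active = first-screen hits whose inhibition reached a set limit at any dose in the follow-up dose series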;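 also: fluorescence reports GDP produced by GAP-driven GTP hydrolysis; strong numbers were not always called active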
# Salmonella PhoP GFP – inhibitors of PhoP regulon expression, primary screen, Salmonella Typhimurium, GFP reporter (AID 1863) | S. Typhimurium PhoP-regulated promoter GFP reporter, 4 h; higher % means a stronger effect | actives 0.16% (n = 300,000) | inhibition, % at 50 µM; hits with a dose series show IC50 in µM;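 active = inhibition over 29.93%, a cutoff 3 SD above the screen mean, later confirmed by dose response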;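 also: 0% = low Mg2+ inducing control and 100% = high Mg2+ repressing control; strong numbers were not always called active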
# Myeloid diff MLP – induction of myeloid progenitor differentiation, primary screen, cell-based, flow cytometry, MLPCN library | ER-HoxA9 myeloid progenitors, lysozyme-GFP differentiation | calls only at 10 µM | actives 1% (n = 360,000) | AID 624256, 2012;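 active = normalized GFP-positive differentiation at or above the plate's own cutoff, the solvent-only control mean plus 3 SD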;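 also: cells exposed to compound for four days before flow analysis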
# T cell modulator vesicle-bound % – further read-out of T cell modulator, marked with its call; double positive events, %; measured here: CD8+ vesicle-bound cell fraction;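 binding gate set so that unloaded-vesicle control wells show 10% double positive cells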
# NTR1 ag cell count 20 µM – further read-out of NTR1 ag, marked with its call; cell count; measured here: cell count, cytotoxicity flag
# Myeloid diff MLP GFP+ MAC1+ % – further read-out of Myeloid diff MLP, marked with its call; GFP+ MAC1+ double positive, %; measured here: differentiation confirmed by MAC1 staining
# An asterisk follows results filed as active; i = inactive; · = no result given; + = active, no number; [ ] = another dose, or the depositor's remark.
SMILES,NTR1 ag,NTR1 ag cell count 20 µM,T cell modulator,T cell modulator vesicle-bound %,RSV CPE inhibition,K1F lysis inhibition,Large T inhibition,TNAP activators,Rac1 GTP hydrolysis,Salmonella PhoP GFP,Myeloid diff MLP,Myeloid diff MLP GFP+ MAC1+ %
COc1ccccc1N(CC(=O)NCc1ccco1)S(C)(=O)=O,0.3,49,i,54,-1.4%,1.5%,16%,1.1,-4%,7%,i,0.1
CCOC(=O)c1c(-c2ccccc2)oc2ccc(OCC(=O)NNC(=O)CCC(=O)O)cc12,-0.3,73,i,14,1.0%,1.5%[50 µM],8%,·,11%,4%,i,1.3
COc1ccc(C(=O)OC(C)CN2CCOCC2)cc1 (centres undefined),0.7,75,i,23,1.1%,0.1%,28%,·,13%,-3%,i,0.7
COc1ccc(NC(=O)CS(=O)c2cccc(C(F)(F)F)c2)cc1 (centres undefined),2.2,51,i,17,3.0%,0.6%,5%,·,2%,-2%,i,0.7
CCCCOc1cccc(OCCCC)c1C(=O)Nc1cc(C)on1,6.3,59,i,56,-0.7%,3.9%,6%,1,11%,5%,i,6.4
CC1(C)CC(NC(=O)CCC2CCCC2)CC(C)(C)N1,0.7,97,i,42,-0.6%,1.8%,13%,1.1,6%,-12%,i,1.6
CCCCCCC1NC(C(=O)O)CS1 (centres undefined),-1.3,87,i,10,0.6%,-0.3%,-1%,1.1,3%,-6%,i,0.6
CC(C)(C)C(=O)COC(=O)c1c2c(nc3ccccc13)CCC2,3.0,89,i,65,3.1%,-0.6%,-7%,1.1,5%,-3%,i,0.0
Cc1cccc(NC(=O)NNC(=O)c2ccc3ccccc3c2)c1,0.4,54,i,62,1.1%,1.1%[50 µM],19%,·,7%,-4%,i,4.1
Cc1ccc(CN(C)C(=O)COc2ccc(S(=O)(=O)N3CCCC3)cc2[N+](=O)[O-])c(C)c1,-0.6,61,i,39,1.9%,-0.4%[50 µM],·,·,0%,·,i,0.1
CCC(C)(C)NC(=O)CCn1c(-c2ccccc2)cc(C(C)=O)c1C,-2.2,80,i,56,0.8%,0.1%,1%,1.1,7%,9%,i,0.5
CCOC(=O)c1[nH]c2c(c1-c1ccccc1)C(=O)CC(c1ccccc1)C2 (centres undefined),3.5,75,i,59,0.5%,-1.6%,-10%,1.1,-3%,20%,i,0.6
C[C@@]12C(=O)Nc3ccc(F)cc3C(=O)N1[C@H]1c3cc(Br)ccc3OC[C@@H]1[C@@H]2c1ccccc1,-1.7,64,i,19,·,3.7%,·,·,5%,·,i,0.7
Cc1cc(SCC(=O)Nc2cccc(S(=O)(=O)NC3=NCCCCC3)c2)c(C)cc1Br,3.3,35,i,48,11%,-0.2%[50 µM],5%,1.4,9%,-1%,+,29*
COC(=O)c1ccc2c(c1)C(=O)/C(=C/c1ccc(O)cc1)O2,·,·,i,43,0.2%,7.4%,3%,0.5,31%,19%,i,0.4
O=C(O)c1cccc2c1C(=O)c1ccc(N3CCCC3)cc1S2(=O)=O,1.7,51,i,35,1.4%,1.9%,·,·,6%,·,i,1.0
Cc1nn(C)cc1CN(C)C(=O)c1cc2nc(-c3ccco3)cc(C(F)(F)F)n2n1,0.5,35,i,3,0.1%,0.2%,-6%,1.2,14%,-2%,i,2.2
O=C(C1CC1)N(Cc1nc2ccccc2c(=O)[nH]1)Cc1cccs1,0.2,60,i,57,2.3%,0.2%,5%,·,10%,-3%,i,0.7
Cc1noc(C)c1C(=O)N1CCN(c2ccccc2O)CC1,7.7,64,i,38,0.9%,0.5%[50 µM],·,·,5%,·,i,1.6
CCCn1c2ccccc2c2cnn(CC(=O)NCCCN3CCCCC3CC)c(=O)c21 (centres undefined),-1.0,62,i,17,0.8%,4.5%,12%,·,12%,4%,i,3.8
Cc1ccc(-n2nnnc2SCn2nnc3ccccc3c2=O)c(C)c1,0.2,59,i,43,0.4%,2.5%,4%,1.1,9%,6%,i,11
O=C(CSc1nnc(NC(=O)C2CC2)s1)NCc1cccs1,-0.1,43,i,47,4.3%,-0.2%,-1%,1.1,3%,-5%,i,0.4
O=C(CN(c1ccccc1)S(=O)(=O)c1ccc(F)cc1)NC1CCS(=O)(=O)C1 (centres undefined),2.4,51,i,45,3.0%,0.3%,-2%,1.1,2%,-6%,i,0.3
COc1cc(-c2cc(C(=O)Nc3ccc(C)c(S(=O)(=O)N4CCOCC4)c3)c3ccccc3n2)cc(OC)c1OC,-0.2,45,i,42,·,-1.9%,·,·,0%,·,i,1.9

# A stretch of the results above:
SMILES,NTR1 ag,NTR1 ag cell count 20 µM,T cell modulator,T cell modulator vesicle-bound %,RSV CPE inhibition,K1F lysis inhibition,Large T inhibition,TNAP activators,Rac1 GTP hydrolysis,Salmonella PhoP GFP,Myeloid diff MLP,Myeloid diff MLP GFP+ MAC1+ %
O=C(CN(c1ccccc1)S(=O)(=O)c1ccc(F)cc1)NC1CCS(=O)(=O)C1 (centres undefined),2.4,51,i,45,3.0%,0.3%,-2%,1.1,2%,-6%,i,0.3
COc1cc(-c2cc(C(=O)Nc3ccc(C)c(S(=O)(=O)N4CCOCC4)c3)c3ccccc3n2)cc(OC)c1OC,-0.2,45,i,42,·,-1.9%,·,·,0%,·,i,1.9

# (list continues)
SMILES,NTR1 ag,NTR1 ag cell count 20 µM,T cell modulator,T cell modulator vesicle-bound %,RSV CPE inhibition,K1F lysis inhibition,Large T inhibition,TNAP activators,Rac1 GTP hydrolysis,Salmonella PhoP GFP,Myeloid diff MLP,Myeloid diff MLP GFP+ MAC1+ %
COC(=O)CCCCCNc1ccc(C(=O)OC)cc1N,-0.2,37,i,49,1.5%,1.8%[50 µM],6%,1.1,17%,-2%,i,0.7
CC1CCc2sc(C(=O)OCC(=O)NC(C)C)cc2C1 (centres undefined),-0.7,72,i,15,2.7%,2.1%,-3%,1.1,7%,-5%,i,1.2
COCCCNCCOc1cc(C(C)C)ccc1C,-1.6,85,i,18,0.2%,-0.1%,-4%,1,20%,7%,i,0.3
CC(Oc1ccc(Br)cc1Br)C(=O)Nc1cccnc1Cl (centres undefined),4.6,55,i,21,13%,-0.1%,8%,·,-5%,-2%,i,0.8
CCOC(=O)c1c(CSc2ccc(CC)cc2)oc2ccc(O)c(CN(C)C)c12,14,104,i,8,6.3%,-0.3%,-4%,·,9%,9%,i,0.4
O=C(COC(=O)Cc1cccc(C(F)(F)F)c1)NC1CCS(=O)(=O)C1 (centres undefined),-1.7,49,i,62,-0.7%,1.4%[50 µM],6%,·,5%,-5%,i,0.9
CCC(=O)Nc1nc(N)n(-c2ccccc2)n1,0.1,77,i,17,0.8%,0.3%,16%,1.1,7%,4%,i,0.5
O=C(NCCc1ccccc1)C1CC(=O)N(C2CCCC2)C1 (centres undefined),0.2,55,i,21,2.4%,0.5%,6%,·,7%,1%,i,0.0
COc1ccc(C(=O)NNC(=O)c2cnccn2)cc1[N+](=O)[O-],1.4,77,i,45,7.3%,0.0%,4%,2.6,-5%,2%,i,2.1
O=S(=O)(Cc1ccccc1)N1CCCc2ccccc21,-0.5,62,i,9,2.1%,0.3%,14%,1.1,13%,-1%,i,0.5
COc1ccccc1N=Nc1[nH]c2ccc(C)cc2c1O,2.7,42,i,1,0.8%,2.8%,13%,1,4%,-7%,i,1.4
CCOc1ccc(C2C(C#N)=C(N)Oc3cc(C)n(Cc4ccco4)c(=O)c32)cc1OC (centres undefined),-0.7,47,i,19,0.9%,1.4%,16%,1,15%,-7%,i,1.2
COc1ccc(C(CNC(=O)C(CCSC)NC(=O)c2ccccc2Cl)N2CCOCC2)cc1 (centres undefined),-0.3,69,i,31,0.6%,0.1%[50 µM],9%,·,1%,-10%,i,0.7
Cc1cc(C)c2cc3c(ccn3C3OC[C@H](O)[C@H](O)[C@H]3O)cc2n1 (some centres undefined),0.7,59,i,44,0.4%,4.3%[50 µM],16%,1.2,9%,-10%,i,0.8
O=C(O)CCc1nn2c3ccccc3n(Cc3ccccc3)c2nc1=O,0.3,64,i,38,-1.7%,3.6%,-8%,0.9,-1%,10%,i,0.3
COc1cccc(CNc2ccc3c(c2)CCC3)c1,0.4,50,i,28,0.5%,2.5%,3%,1.2,14%,-2%,i,3.0
CCN(C(=O)CN1CCCC(C)C1)c1c(N)n(Cc2ccccc2)c(=O)[nH]c1=O (centres undefined),2.5,50,i,8,·,-0.2%,·,·,5%,·,i,0.8
Cc1ccc(C(=O)Nc2cc(Cl)ccc2-n2cncn2)o1,-1.6,54,i,9,0.0%,1.0%[50 µM],21%,·,5%,-6%,i,1.8
COc1ccccc1NC(=O)/C(=C/c1ccncc1)NC(=O)c1ccccc1,2.1,44,i,34,1.3%,0.0%,19%,·,10%,6%,i,0.7
Cc1cc(Cl)ccc1N(CC(=O)N=Nc1c(O)[nH]c2ccccc12)S(C)(=O)=O,16,56,i,17,1.9%,1.5%,11%,1,9%,7%,i,6.1
[O-][N+]12CC[N+]([O-])(CC1)c1ccccc12,-0.3,62,i,58,0.9%,0.2%,0%,1.1,8%,-6%,i,0.3
COCCn1c(C)cc(C(=O)COC(=O)/C=C/c2cccc(OC)c2)c1C,0.4,98,i,32,0.9%,-1.2%,15%,1,0%,-13%,i,0.2
COc1ccc(N2CCN(C(=O)c3ccc4c(c3)NC(=O)C(CSCc3cccc(F)c3)N4)CC2)cc1 (centres undefined),0.1,66,i,34,-0.5%,·,25%,·,·,0%,·,·
Cc1ccc2cc(CN(CC(C)C)C(=O)C3CCCO3)c(=O)[nH]c2c1 (centres undefined),-2.3,82,i,12,1.7%,0.0%,1%,1.1,7%,-3%,i,0.6
Cn1nc(-c2ccc(Cl)cc2)c2cc(C(=O)NCCCN3CCOCC3)sc21,6.6,66,i,39,-2.0%,0.9%,3%,1.1,31%,14%,i,4.1
Cc1onc(-c2ccccc2)c1C(=O)N(Cc1ccco1)Cc1cccs1,·,·,·,·,·,0.2%,0%,1.1,8%,1%,i,0.8
Cc1ccc(C(C)C)c(OCC(O)CN2CCN(CCO)CC2)c1 (centres undefined),-0.5,30,i,32,-1.4%,-0.1%,22%,1,-3%,5%,i,0.4
CC(C)(C)NC(=O)COC(=O)c1ccc(Cl)nc1,0.7,47,i,15,0.5%,-0.1%,12%,1.1,3%,-8%,i,0.3

# High-throughput results from PubChem BioAssay.
